ATXN2 expr inh = ATXN2 expression inhibition; AID 1745845; 0.72% of 360,000 active; HEK-293 ATXN2-luciferase reporter, luminescence, 24 h; Potency, µM (top dose mostly 57 µM), for inactives: top-dose activity change, negative = inhibition, usual class: inhibitors; note: potency is the fitted concentration of half-maximal effect; % is set by controls: 0 for no effect and ±100 for the full control effect; nearly all actives have a fitted effect of over 55% in size
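ATXN2-luciferase reporter cells (luciferase flanked by upstream and downstream ATXN2 gene portions) were treated 24 h at 37 °C with compounds at up to 57 uM. SteadyGlo luminescence gave expression; GF-AFC fluorescence gave viability.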
HepG2 viability = counter-screen for TGF-b inhibitors: cytotoxicity in HepG2 cells; HepG2 CAGA-GFP viability, ATP luminescence, 18 h; Potency, µM (top dose mostly 46.1 µM), for inactives: at the highest dose activity change, negative = cytotoxicity, hits mostly cytotoxic; 0.76% of 410,000 active; AID 588856; note: potency is the fitted concentration of half-maximal effect; some results filed as inactive show a strong effect at the top dose
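HepG2 CAGA-GFP cells (1000/well, DMEM with 1% FBS) received compound, then TGF-beta at 500 pg/mL final, and were incubated 18 hours at 37 degrees C. Viability was read by CellTiter-Glo luminescence. Media-only wells were set as complete cell-killing and DMSO as no toxicity.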
Nrf2 ARE act = activates Nrf2 signaling. AREc32 ARE-luciferase reporter (MCF7-derived line), luminescence, 24 h. 0.31% of 410,000 active. Potency, µM (top dose mostly 46.1 µM), for inactives: at the highest dose activation, hits mostly activators. AID 624171; note: potency is the fitted concentration of half-maximal effect; % of control where 0% means no effect; nearly all actives have a fitted effect of over 65% in size
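Cells of the AREc32 ARE-luciferase line are plated in OPTI-MEM containing 5% FBS and left overnight at 37 deg C. Compounds are pinned in, incubation continues 24 hr, and firefly luciferase signal is then measured.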
MCF10A rerep = inducers of DNA re-replication in MCF 10A breast cells. MCF 10A DNA re-replication, Hoechst nuclear intensity, 48 h. Potency, µM (doses to about 46.1 µM), without a hit: at the top dose activity, positive = re-replication, hits mostly activators. 2.9% of 350,000 active. AID 624296; note: potency is the fitted concentration of half-maximal effect; % of control where 0% means no effect; nearly all actives have a fitted effect of over 50% in size
A549 tox = counter-screen for Nrf2 inhibitors: cytotoxicity in A549 cells; A549 ARE-Fluc cells, CellTiter-Fluor viability, 18-24 h; AID 504648; 0.16% of 390,000 active; Potency, µM (titrated, usually from 46 µM), for inactives: at the top dose activity change, negative = cytotoxicity, hits mostly inhibitors; note: potency is the fitted concentration of half-maximal effect; % is set by controls: 0 for no effect and ±100 for the full control effect
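A549 ARE-Fluc cells in 5% FBS OPTI-MEM, 5000 cells/well, rested 2 h then exposed to compounds in concentration-response for 18-24 h at 37 °C. Viability by CellTiter-Fluor fluorescence (Ex 405/Em 525) after 30 min; luciferase luminescence (BugLite, 15 min, RT) read afterwards.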
ATXN viability = reduces viability in counter-screen for ATXN expression inhibitors; S2 cells (HEK-293 line with an ATXN2-luciferase reporter) viability, CellTiter-Fluor protease fluorescence, 24 h; Potency, µM (series often up to 56.7 µM), actives largely listed as cytotoxic; 0.49% of 400,000 active; AID 651635; note: potency is the fitted concentration of half-maximal effect; nearly all actives have a fitted effect of over 40% in size
Nrf2 inh = inhibitors of Nrf2 signaling | A549 ARE-Fluc reporter, luciferase luminescence, 18-24 h | Potency, µM (doses to about 46 µM), inactives show at the top dose activity change, negative = inhibition, usual class: inhibitors | 2.1% of 360,000 active | AID 504444; note: potency is the fitted concentration of half-maximal effect; % is set by controls: 0 for no effect and ±100 for the full control effect; nearly all actives have a fitted effect of over 60% in size
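A549 ARE_Fluc cells (5000/well, 5% FBS OPTI-MEM) pre-incubated 2 h, then treated with compounds 18-24 h at 37C/5% CO2 in concentration-response. CellTiter-Fluor viability read first; BugLite luciferase luminescence after 15 min at room temperature gives Nrf2 activity.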
IL1B secr inh = inflammasome signaling inhibition, IL-1 beta readout; THP-1 LPS/ATP IL-1B secretion, AlphaLISA, 16 h; hits give low values; activity change, % at 57.5 µM; 4.7% of 360,000 active; AID 743279; in the data active = activity change below about -50%; inconclusive = mostly about -30% to -49%; note: % is set by controls: 0 for no effect and ±100 for the full control effect
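THP-1 cells pretreated 1 hr with compounds (up to 57.5 uM final), then stimulated with LPS (250 ng/mL final) plus ATP (1.25 mM final); secreted IL-1B measured by AlphaLISA after 16 hr, decreased signal indicating inhibition.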
TGFb SMAD3 inh = TGF-b pathway inhibition | HepG2 CAGA-GFP TGF-b/SMAD3 reporter, GFP fluorescence, 18 h; TGF-beta stimulated, 500 pg/mL final | Potency, µM (titrated, usually from 46.1 µM), for inactives: at the highest dose activity, negative = inhibition, hits mostly inhibitors | 1.2% of 410,000 active | AID 588855; note: potency is the fitted concentration of half-maximal effect; % is set by controls: 0 for no effect and ±100 for the full control effect; nearly all actives have a fitted effect of over 65% in size
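Using HEPG2 CAGA-GFP reporter cells at 1000 cells/well, we pinned test compounds, stimulated with recombinant TGF-beta (500 pg/mL final) and measured total well GFP after 18 h.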
* marks the source's active call; other numbers are inactive results; i = inactive; ? = inconclusive; · = no result given; & = joins results of further samples; [ ] = another dose, or the depositor's remark. Unless noted, calls come from the whole dose curve; as a rule, active = well fitted curve in the direction sought with a large enough effect; inconclusive = small, poorly fitted or top-dose-only effect, or another doubt; inactive = no such curve, though single readings can be large; an effect the other way counts as inactive or inconclusive.

canonical_smiles	TGFb SMAD3 inh	ATXN viability	IL1B secr inh	HepG2 viability	Nrf2 inh	Nrf2 ARE act	ATXN2 expr inh	MCF10A rerep	A549 tox
COc1ccc(C2C(C(=O)OC(C)C)=C(C)N=c3s/c(=C\c4cccs4)c(=O)n32)cc1 (stereo unspecified)	15%	i	-9	-1%	·	0.1%	-6%	23%	-19%
O=C(Cc1cccs1)N1CCN(S(=O)(=O)c2cc(Cl)ccc2Cl)CC1	-1%	i	-3	-15%	-3%	0.3%	-5%	1%	8%
COc1ccc(-n2nc(-c3ccc(C)cc3)c3cnc4cc(F)c(F)cc4c32)cc1	-2%	i	·	-7%	1%	-0.7%	1%	·	6%
CCCOC(=O)c1ccc(NC(=O)CCC(=O)OCC)cc1	11%	i	-18	0%	11%	2.3%	15%	6%	·
Cc1cccc(NC(=O)c2nc[nH]c2C(=O)Nc2cccc(C)c2)c1	16%	i	3	-3%	?	-0.9%	-30%	?	-6%
COc1ccc([C@H]2N[C@]3(CCCN(Cc4cccn4C)C3=O)[C@H]3C(=O)N(C)C(=O)[C@@H]23)cc1	5%	i	7	-1%	·	0.2%	-2%	·	·
CCN1C(=O)[C@@H]2[C@@H](c3ccc(-c4ccc(Cl)c(Cl)c4)c(OC)c3)N3CCCC[C@@]3(C(=O)OC)[C@@H]2C1=O	?	i	15	0%	-29%	-0.9%	-16%	-36%[inhibitor]	-1%
COCCNC(=S)N1CCN(c2nc(-c3ccc(F)cc3)cs2)CC1	?	i	13	-24%	-28%	3.0%	?	-4%[9.22 µM]	-2%
O=C1[C@@H]2[C@H](C(=O)N1n1cnnc1)[C@H]1C=C[C@@H]2C1	0%	i	14	17%	-1%	0.2%	1%	0%	-6%
Cc1cc(C)nc(NS(=O)(=O)c2ccc(NC(=S)NC(=O)C(C)(C)C)cc2)n1	-2%	i	12	-1%	·	-0.1%	8%	-29%	-3%
CN(C)C(CNC(=O)CCNS(=O)(=O)c1ccccc1C(F)(F)F)c1ccccc1 (stereo unspecified)	0%	i	-5	-1%	-3%	-0.7%	-1%	-3%	2%
Cc1c(N(C)CS(=O)(=O)O)c(=O)n(-c2ccccc2)n1C	1%	i	12	-1%	0%	0.2%	-2%&1%	-6%	1%
Cc1ccc(S(=O)(=O)NN=Cc2ccco2)cc1	3%	i	-13	3%	·	5.3%	·	·	·
Cc1cc(C)cc(N(CCC#N)C(=O)CSc2nc3ccccc3c(=O)[nH]2)c1	8%	i	-26	-5%	?	5.9%	6%	-34%[inhibitor]	-1%
O=C(Nc1ccc(Cl)c(C(F)(F)F)c1)c1ccncc1	0%	i	-9	-15%	8%	0.6%	-25%	0%	-1%
O=C1C(=O)N(c2ccccn2)C(c2cccc([N+](=O)[O-])c2)/C1=C(/O)c1ccc(Br)cc1 (stereo unspecified)	1%	i	15	-16%	-8%	-0.7%	-5%	13%	0%
Cc1nn(-c2ccccc2)c(N)c1C1(O)C(=O)N(C(C)C)c2ccccc21 (stereo unspecified)	10%	i	1	0%	8%	2.6%	4%	-4%	7%
Cc1ccc(S(=O)(=O)CC(=O)Nc2nc3c(C)cccc3s2)cc1	-3%	·	·	-17%	·	5.4%	·	·	-2%
O=S(=O)(c1ccccc1)N1CCN=C1SCc1cccc(Cl)c1	13µM*	i	0	-8%	-25%	-0.4%[9.22 µM]	-13%	?	15%
O=C(CNC(c1ccccc1)c1ccccc1)Nc1ccccc1F	-3%	i	-3	-13%	?	2.2%	-16%	?	2%
COc1ccc(C2CC(c3ccccc3)Oc3ccc(OC)cc32)cc1 (stereo unspecified)	0%&-12%	·	·	-11%&-14%	-18%&19%	·	·	·	10%&5%
Cc1ccc(Cn2c(C3CCCN3c3nc(-c4ccc(F)cc4)cs3)nc3cc(Cl)c(Cl)cc32)cc1 (stereo unspecified)	7%	i	-7	-19%	19%	5.3%	6%	-8%	-5%
COc1cccc(-c2cnc3c(NC=O)cc(-c4cc(C)c(O)c(C)c4)cn23)c1	16%	?	25	-20%	·	5.1%	?	·	·
COc1ccc(/C=C/C(=O)OCC(=O)N2c3ccccc3CC2C)cc1 (stereo unspecified)	-11%	i	22	0%	·	0.2%	·	·	·
CCOC(=O)c1cnc2c(C(=O)OC)cccc2c1NCc1cccnc1	-20%	i	32	-24%	-18%	0.4%	4%	-7%	-8%
CN(Cc1ccccc1)S(=O)(=O)c1ccc(Cl)c(C(=O)NCCCN2CCCC2=O)c1	-13%	i	24	7%	-14%	-0.1%	-19%	?	2%
CN(C)c1ccc(/C=N/NC(=O)CNC(=O)c2ccncc2)cc1	0%	i	31	1%	9%	-0.3%	1%	-12%	0%
O=C1CCCc2c1nc(-c1ccc(F)cc1)n2O	9%	i	23	0%	0%	-1.5%	-3%	4%	-2%
O=C(c1ccccc1)N1CCN(C(=O)c2ccccc2)C1c1ccccc1	-14%	i	9	2%	·	0.2%	-1%	-17%	0%
CCOC(=O)C1CCN(Cc2ccc(F)cc2F)CC1	-4%	i	5	-9%	9%	-0.4%	6%	1%	-4%

TGFb SMAD3 inh: what is marked active above.
Compound | TGFb SMAD3 inh | IL1B secr inh | Nrf2 ARE act
O=S(=O)(c1ccccc1)N1CCN=C1SCc1cccc(Cl)c1 | 13µM* | 0 | -0.4%[9.22 µM]

A different layout for part of the listing above.
molecule: O=C(Nc1ccc(Cl)c(C(F)(F)F)c1)c1ccncc1
  TGFb SMAD3 inh: 0%
  ATXN viability: i
  IL1B secr inh: -9
  HepG2 viability: -15%
  Nrf2 inh: 8%
  Nrf2 ARE act: 0.6%
  ATXN2 expr inh: -25%
  MCF10A rerep: 0%
  A549 tox: -1%

molecule: CCN1C(=O)[C@@H]2[C@@H](c3ccc(-c4ccc(Cl)c(Cl)c4)c(OC)c3)N3CCCC[C@@]3(C(=O)OC)[C@@H]2C1=O
  TGFb SMAD3 inh: ?
  ATXN viability: i
  IL1B secr inh: 15
  HepG2 viability: 0%
  Nrf2 inh: -29%
  Nrf2 ARE act: -0.9%
  ATXN2 expr inh: -16%
  MCF10A rerep: -36%[inhibitor]
  A549 tox: -1%

The listing picks up with the two entries that preceded the break.
canonical_smiles	TGFb SMAD3 inh	ATXN viability	IL1B secr inh	HepG2 viability	Nrf2 inh	Nrf2 ARE act	ATXN2 expr inh	MCF10A rerep	A549 tox
O=C(c1ccccc1)N1CCN(C(=O)c2ccccc2)C1c1ccccc1	-14%	i	9	2%	·	0.2%	-1%	-17%	0%
CCOC(=O)C1CCN(Cc2ccc(F)cc2F)CC1	-4%	i	5	-9%	9%	-0.4%	6%	1%	-4%
CCN(CC)C(=O)CSc1nnc(-c2ccc(F)cc2)n1N	-21%	?	8	-15%	·	4.1%	17%	0%	6%
CC(=O)Nc1ccc(NC(=O)CN(C)S(=O)(=O)c2ccc3nc(C)sc3c2)cc1	-4%	?	-3	-1%	?	0.2%	·	-8%	0%
CC1(c2ccco2)NC(=O)NC1=O (stereo unspecified)	7%	i	-3	18%	10%	-0.8%	8%	1%	1%
Cc1nc2ccccc2n1/N=C/c1cccnc1	-1%	i	?	-18%	-12%	-0.6%	-10%	582%[0.0737 µM]	0%
COc1ccc(-c2noc(CSc3nc(-c4ccccc4)cc(=O)[nH]3)n2)cc1	14%	i	66	-82%	·	0.2%	-31%	6%	11%
CC(C)N1CCc2c(sc(NC(=O)c3ccc(S(=O)(=O)N(C)CC4CCCO4)cc3)c2C(N)=O)C1 (stereo unspecified)	-8%	?	-11	-17%	4%	-0.8%	-14%	2%	-15%
CC(=O)Nc1ccc(OCC(=O)N2CCC(Cc3ccccc3)CC2)cc1	0%	i	-53*	-23%	?	-0.6%	-7%	21%	3%
Cc1c(C(=O)c2ccc(N(C)C)cc2)c2ccccn2c1CCC#N	-10%	i	-73*	-14%	-8%	3.5%	-6%	?	-17%
COc1ccc(N2C(=O)CN=C2Nc2cccc(C)c2C)cc1OC	0%	i	20	-9%	12%	1.9%	4%	2%	10%
CCOc1cc(-c2nc(-c3ccc(-c4ccc(C)cc4)nc3OC)no2)cc(OCC)c1OCC	6%	i	·	-55%	11%	0.1%	9%	·	-4%
COc1cc(C(C[N+](=O)[O-])c2c(C)[nH]c3ccccc23)cc(OC)c1OC (stereo unspecified)	5%	i	23	-18%	4%	0.6%	-19%	-2%	0%
O=C(COC(=O)Cc1ccc(Br)cc1)NC1CC1	9%	i	1	2%	-12%	-0.8%	-6%	?	1%
O=C(/C=C\c1ccc(-c2ccccc2)o1)c1ccccc1	-24%	i	-92*	-28%	?	18%	68%[activator]	23µM*	0%
COc1cc(/C=C\C(=O)O)cc(S(=O)(=O)N2CCCCCC2)c1OC	3%	i	0	-2%	-27%	2.3%	6%	1%	-4%
Cc1cccc(C)c1-n1c(C)cc(/C=N/NC(=O)c2ccncc2)c1C	17%	i	20	-2%	?	0.2%	8%	19%	-23%
Cc1ccc(C(=O)Oc2ccccc2C(=O)N2CCOCC2)cc1	0%	i	25	1%	-8%	-0.4%	-21%	?	-2%
C/C(=C1/SC(N2CCCC2)=NC1=O)c1ccc(Br)cc1	?	i	-13	-8%	-6%	3.0%	114%[activator]	6%	-16%
O=C1CN(C(=O)c2ccccc2Cl)c2ccccc2N1	-11%	i	-6	-31%	-11%	-0.1%	5%	3%	5%
COc1ccc(-c2nc(C#N)c(NCCCN(C)C)o2)cc1OC	7%	i	-3	7%	-3%	2.1%	1%	0%	14%
C/C(=N\NC(N)=O)c1cc(Cl)cc(Cl)c1O	-6%	i	3	4%	-7%	6.8%	-12%	2%	1%

The order is random; any-hit rate near 8.8%.
